High-throughput results as filed in PubChem.
Anthrax LF prot: inhibitors of Bacillus anthracis lethal factor protease. P15917. multiplex microsphere protease cleavage assay, LF. inhibition, % at 10 µM. 360,000 tested, 0.12% active. AID 588501; note: plate controls were buffer without enzyme for full effect and enzyme alone for no effect
MazF activator: MazEF (E. coli) toxin RNase activation. FAM/BHQ RNA-DNA oligo cleavage fluorescence, 5 h. AID 504720. activation, % at 20 µM. 350,000 tested, 0.32% active; in the data active = activation above about 50%
Target sequence (P0AE70 whole entry, looked up): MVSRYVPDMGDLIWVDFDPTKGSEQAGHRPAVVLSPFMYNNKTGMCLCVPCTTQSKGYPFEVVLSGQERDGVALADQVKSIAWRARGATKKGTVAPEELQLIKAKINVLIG
PrPC TRFRET: inhibitors of human cell surface prion protein PrPC; P04156; TR-FRET read-out; inhibition, % at 13.8 µM; 370,000 tested, 0.43% active; in the data active = inhibition above about 24%; note: 0% = median of the test wells and 100% = reference compound wells
BoNT A protease: blocks Botulinum neurotoxin A light chain protease; multiplex microsphere protease substrate cleavage, flow cytometry; inhibition, % at 10 µM; 360,000 tested, 0.17% active; note: plate controls were buffer without enzyme for full effect and enzyme alone for no effect
VHR inh abs: DUSP3 (human) phosphatase inhibition; P51452; recombinant VHR phosphatase, pNPP absorbance; inhibition, % at 13.3 µM; 290,000 tested, 0.52% active; in the data active = inhibition above about 50%; note: some compounds called inactive have numbers as strong as hits
Target sequence (P51452 whole entry, looked up): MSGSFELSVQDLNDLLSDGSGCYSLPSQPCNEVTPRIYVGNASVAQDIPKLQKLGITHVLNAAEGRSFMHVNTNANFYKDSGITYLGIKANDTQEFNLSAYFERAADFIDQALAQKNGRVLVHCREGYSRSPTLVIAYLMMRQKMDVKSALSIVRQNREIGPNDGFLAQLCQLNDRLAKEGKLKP
PriA SSB inh: inhibitors of Klebsiella pneumoniae PriA binding to SSB C-terminal tail | inhibition, % at 33 µM | AlphaScreen SSBct-PriA binding, biotinylated peptide | 430,000 tested, 0.6% active; in the data active = inhibition mostly above about 37%, no sharp cut-off; inactive = mostly below about 20%;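 note: plate controls were negative control peptide for no effect and reference peptide for full effect; strong numbers were not always called active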
CCHF vOTU inh: CCHFV vOTU protease inhibition; Pep-AMC fluorescence; inhibition, % at 11.5 µM; 370,000 tested, 0.55% active; AID 651958; in the data active = inhibition above about 30%; note: 0% = vehicle wells with enzyme and 100% = no enzyme wells
BoNT-F LC inh: BoNT F light chain protease inhibition | Multiplex microsphere protease cleavage assay, flow cytometry | inhibition, % at 10 µM | 360,000 tested, 0.22% active | AID 588497; in the data active = inhibition above about 35%, passing the limit was not always enough; note: plate controls were buffer without enzyme for full effect and enzyme alone for no effect
Rv3671c inh: Rv3671c (M. tuberculosis) protease inhibition; P9WHR9; inhibition, % at 5.96 µM; 320,000 tested, 0.048% active; AID 2606; in the data active = inhibition above about 38%;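 note: extracellular domain of Rv3671c used as enzyme; 0% = enzyme with DMSO and 100% = no enzyme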
Target sequence (P9WHR9 whole entry, looked up, the tested form may be a part): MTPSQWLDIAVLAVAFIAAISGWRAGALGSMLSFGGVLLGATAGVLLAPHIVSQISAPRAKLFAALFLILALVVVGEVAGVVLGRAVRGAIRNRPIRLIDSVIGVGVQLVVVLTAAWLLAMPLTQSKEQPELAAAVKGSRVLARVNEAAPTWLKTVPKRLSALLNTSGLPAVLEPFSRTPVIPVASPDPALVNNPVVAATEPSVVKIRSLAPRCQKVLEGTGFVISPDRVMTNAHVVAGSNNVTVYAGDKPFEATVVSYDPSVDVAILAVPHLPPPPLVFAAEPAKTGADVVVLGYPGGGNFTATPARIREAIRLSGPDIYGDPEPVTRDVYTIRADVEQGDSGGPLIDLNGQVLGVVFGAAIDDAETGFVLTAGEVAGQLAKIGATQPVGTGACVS
3CLpro inhibitor: SARS-CoV 3CLpro protease inhibition | P0C6X7 | recombinant SARS-CoV 3CLpro, quenched FRET peptide cleavage | inhibition, % at 6 µM | 290,000 tested, 0.14% active; in the data active = inhibition above about 12%
Numbers without * were called inactive. Cut-off read from the data, not from the text of the source, unless noted: active = inhibition above about 30%; inconclusive = no clear call, values can overlap the other calls; inactive = below that.

`CC1=NN(C(=O)Cc2ccc([N+](=O)[O-])cc2)C(O)(C(F)(F)C(F)(F)F)C1` (configuration not stated) gave Anthrax LF prot -2, MazF activator 4, PrPC TRFRET -7, BoNT A protease -1.1, VHR inh abs 14, PriA SSB inh -3, CCHF vOTU inh 6, BoNT-F LC inh 4, Rv3671c inh 6 and 3CLpro inhibitor -2.
`CCC(C)[C@H]1CNCCN1CCc1cc(C(F)(F)F)cc(C(F)(F)F)c1` (some centres not stated) gave Anthrax LF prot -2, MazF activator 17, PrPC TRFRET -8, BoNT A protease -0.1, PriA SSB inh -10, CCHF vOTU inh 27, BoNT-F LC inh -16 and Rv3671c inh -7.
CCN=C(NCC)SC1CC(=O)N(c2ccc(F)cc2)C1=O (configuration not stated) was read as Anthrax LF prot -3, MazF activator 0, PrPC TRFRET -6, BoNT A protease -1.2, VHR inh abs 13, PriA SSB inh -21, CCHF vOTU inh 2, BoNT-F LC inh -4, Rv3671c inh 3 and 3CLpro inhibitor 0.
`Cc1cc(C)cc(N(CC(=O)NCC2CCCO2)C(=O)CCC(=O)Nc2nccs2)c1` (configuration not stated) gave Anthrax LF prot -10, MazF activator -11, PrPC TRFRET -9, BoNT A protease 0.5, VHR inh abs -4, PriA SSB inh -8, CCHF vOTU inh 16, BoNT-F LC inh 8, Rv3671c inh -3 and 3CLpro inhibitor -4.
`CCCCn1nnnc1SCC(=O)Nc1ccc2c(c1)OCO2` gave Anthrax LF prot -4, MazF activator 2, PrPC TRFRET 15, BoNT A protease -3.1, VHR inh abs 0, PriA SSB inh -1, CCHF vOTU inh 22, BoNT-F LC inh -65, Rv3671c inh -5 and 3CLpro inhibitor 5.
Screening CCOc1ccc(Br)cc1S(=O)(=O)NC(=O)c1ccccc1 returned Anthrax LF prot -6, MazF activator 6, PrPC TRFRET 3, BoNT A protease -0.3, VHR inh abs 23, PriA SSB inh -9, CCHF vOTU inh 9, BoNT-F LC inh 0, Rv3671c inh 1 and 3CLpro inhibitor 2.
`N#Cc1ccsc1NC(=O)CN1C(=O)NC2(CCCCC2)C1=O` gave Anthrax LF prot -3, MazF activator -18, PrPC TRFRET -6, BoNT A protease 2.5, VHR inh abs -3, PriA SSB inh 3, CCHF vOTU inh -6, BoNT-F LC inh 8, Rv3671c inh -15 and 3CLpro inhibitor 3.
Screening CN(Cc1c(C(=O)N/N=C/c2ccccc2)nnn1-c1nonc1N)C1CCCCC1 returned Anthrax LF prot -1, MazF activator 8, PrPC TRFRET -5, BoNT A protease -2.7, VHR inh abs 6, CCHF vOTU inh -1, BoNT-F LC inh 7, Rv3671c inh -11 and 3CLpro inhibitor 0.
`COC(=O)CC1=NN(c2nc(C)cc(C)n2)C(=O)C1` gave Anthrax LF prot -5, MazF activator 7, PrPC TRFRET -1, BoNT A protease 0.2, VHR inh abs 8, PriA SSB inh 2, CCHF vOTU inh 12, BoNT-F LC inh -1, Rv3671c inh 0 and 3CLpro inhibitor -3.
FC(F)(F)c1ccccc1Cc1c(-c2ccco2)nc2ccc(Cl)cn12 was read as Anthrax LF prot 0, PrPC TRFRET 9, BoNT A protease 0.5, CCHF vOTU inh 15 and BoNT-F LC inh -2.
Screening CC(C)c1ccc(NC(=S)NN(c2ccccc2)c2ccccc2)cc1 returned Anthrax LF prot -4, MazF activator -7, PrPC TRFRET 11, BoNT A protease -2.0, VHR inh abs 7, PriA SSB inh 2, CCHF vOTU inh 10, BoNT-F LC inh -18, Rv3671c inh 0 and 3CLpro inhibitor -2.
CC1(C)CC(=O)C(C(N)=NC(=O)c2ccccc2)=C(O)C1 was read as Anthrax LF prot -1, MazF activator 1, PrPC TRFRET -1, BoNT A protease -0.5, VHR inh abs 6, CCHF vOTU inh -9, BoNT-F LC inh -6, Rv3671c inh 2 and 3CLpro inhibitor 0.
Screening COc1cccc(OC)c1C(=O)Nc1ccccc1C(=O)N1CCOCC1 returned Anthrax LF prot -1, MazF activator -8, PrPC TRFRET 6, BoNT A protease -0.4, VHR inh abs -12, PriA SSB inh -7, CCHF vOTU inh -9, BoNT-F LC inh 2, Rv3671c inh 9 and 3CLpro inhibitor -1.
Screening Cc1nc(C(F)(F)F)ccc1C(=O)N1CCC(C)(C(=O)O)C1 (configuration not stated) returned Anthrax LF prot 2, PrPC TRFRET -1, BoNT A protease 0.3, CCHF vOTU inh 7 and BoNT-F LC inh 6.
CCC(=O)c1ccc(OCc2ccc(C(=O)OC)cc2)c(OC)c1 was read as Anthrax LF prot -1, MazF activator -6, PrPC TRFRET -6, BoNT A protease 0.4, VHR inh abs 6, PriA SSB inh -23, CCHF vOTU inh 1, BoNT-F LC inh 0, Rv3671c inh 3 and 3CLpro inhibitor -6.
O=C(Cn1nnc(-c2ccccc2)n1)Nc1ccccc1N1CCOCC1 was read as Anthrax LF prot -9, MazF activator 1, PrPC TRFRET 4, BoNT A protease -0.5, VHR inh abs -9, PriA SSB inh -10, CCHF vOTU inh 10, BoNT-F LC inh -12, Rv3671c inh 6 and 3CLpro inhibitor 0.
CC(C)c1nc2ccccc2c2nnc(SCC(=O)NCc3ccco3)n12 was read as Anthrax LF prot -2, MazF activator -10, PrPC TRFRET 13, BoNT A protease -1.5, VHR inh abs 18, PriA SSB inh -15, CCHF vOTU inh 3, BoNT-F LC inh 4, Rv3671c inh -5 and 3CLpro inhibitor 1.
`CCN(C(=O)CSc1nc(C)c(C)c(C)n1)C1CCS(=O)(=O)C1` (configuration not stated) gave Anthrax LF prot 6, MazF activator 0, PrPC TRFRET -3, BoNT A protease 0.3, PriA SSB inh -9, CCHF vOTU inh 14, BoNT-F LC inh -1 and Rv3671c inh 5.
COC(=O)c1sccc1NC(=S)N1CCCCC1C (configuration not stated) was read as Anthrax LF prot -7, MazF activator -3, PrPC TRFRET 4, BoNT A protease 0.9, VHR inh abs 16, PriA SSB inh -8, CCHF vOTU inh 11, BoNT-F LC inh 12, Rv3671c inh 1 and 3CLpro inhibitor 2.
Screening O=C1c2ccccc2C(=O)N1S(=O)(=O)c1ccccc1 returned Anthrax LF prot 1, MazF activator 5, PrPC TRFRET 3, BoNT A protease -0.4, VHR inh abs 14, PriA SSB inh -14, CCHF vOTU inh 6, BoNT-F LC inh -3, Rv3671c inh 0 and 3CLpro inhibitor -4.

Next part; it opens with the 3 that closed the last part.
`CCN(C(=O)CSc1nc(C)c(C)c(C)n1)C1CCS(=O)(=O)C1` (configuration not stated) gave Anthrax LF prot 6, MazF activator 0, PrPC TRFRET -3, BoNT A protease 0.3, PriA SSB inh -9, CCHF vOTU inh 14, BoNT-F LC inh -1 and Rv3671c inh 5.
COC(=O)c1sccc1NC(=S)N1CCCCC1C (configuration not stated) was read as Anthrax LF prot -7, MazF activator -3, PrPC TRFRET 4, BoNT A protease 0.9, VHR inh abs 16, PriA SSB inh -8, CCHF vOTU inh 11, BoNT-F LC inh 12, Rv3671c inh 1 and 3CLpro inhibitor 2.
Screening O=C1c2ccccc2C(=O)N1S(=O)(=O)c1ccccc1 returned Anthrax LF prot 1, MazF activator 5, PrPC TRFRET 3, BoNT A protease -0.4, VHR inh abs 14, PriA SSB inh -14, CCHF vOTU inh 6, BoNT-F LC inh -3, Rv3671c inh 0 and 3CLpro inhibitor -4.
O=C(/C=C/c1ccc([N+](=O)[O-])cc1)OCC(=O)N1CCCCCC1 was read as Anthrax LF prot 5, MazF activator -18, PrPC TRFRET -7, BoNT A protease 0.6, PriA SSB inh 8, CCHF vOTU inh 6, BoNT-F LC inh 2 and Rv3671c inh 3.
Screening O=C(O)Cc1ccc(NS(=O)(=O)c2ccc3c(c2)OCCO3)cc1 returned Anthrax LF prot -3, MazF activator -3, PrPC TRFRET 1, BoNT A protease 0.5, CCHF vOTU inh -3 and BoNT-F LC inh 2.
CCCN1CCC(=O)N([C@H](CSc2ccc(C)cc2)Cc2ccccc2)CC1 was read as Anthrax LF prot -2, MazF activator 2, PrPC TRFRET 3, BoNT A protease -0.1, VHR inh abs 15, PriA SSB inh 4, CCHF vOTU inh 14 and BoNT-F LC inh -6.
For Clc1ccc(Cn2ncc3c(N4CCCCC4)ncnc32)c(Cl)c1 the results were Anthrax LF prot -4, MazF activator -9, PrPC TRFRET -4, BoNT A protease -0.6, VHR inh abs 21, PriA SSB inh -14, CCHF vOTU inh 10, BoNT-F LC inh -11, Rv3671c inh -1 and 3CLpro inhibitor 1.
`CCOc1ccc(-c2nnc3sc(COc4ccc(C)cc4)nn23)cc1` gave Anthrax LF prot -1, MazF activator 1, PrPC TRFRET -9, BoNT A protease -0.3, VHR inh abs 44, PriA SSB inh -7, CCHF vOTU inh 4, BoNT-F LC inh 2, Rv3671c inh -8 and 3CLpro inhibitor 1.
Cc1ccc(Oc2ccc(S(=O)(=O)Nc3ccc(C(=O)O)cc3)cc2)cc1 was read as Anthrax LF prot 2, MazF activator -12, PrPC TRFRET 1, BoNT A protease -0.2, PriA SSB inh 5, CCHF vOTU inh 18, BoNT-F LC inh 4 and Rv3671c inh 4.
Screening ONC(=Nc1ccc(Cl)cc1)c1ccc(Cl)cc1 returned Anthrax LF prot -8, MazF activator -4, PrPC TRFRET 4, BoNT A protease -1.0, VHR inh abs 7, PriA SSB inh -4, CCHF vOTU inh 3, BoNT-F LC inh -4, Rv3671c inh -18 and 3CLpro inhibitor -1.
Screening O=C(Nc1cccc(C(=O)N2CCOCC2)c1)c1ccccc1 returned Anthrax LF prot -4, MazF activator -1, PrPC TRFRET -1, BoNT A protease 0.0, VHR inh abs 34, PriA SSB inh 5, CCHF vOTU inh -2, BoNT-F LC inh -18, Rv3671c inh -2 and 3CLpro inhibitor -1.
COC(=O)C1=C(C(=O)OC)SC(=C2C(=S)C(C)(C)N(C(=O)C3CC3)c3ccccc32)S1 was read as Anthrax LF prot 0, MazF activator 6, PrPC TRFRET -1, BoNT A protease 9.5, VHR inh abs -15, PriA SSB inh 73, CCHF vOTU inh -13, BoNT-F LC inh -12, Rv3671c inh -17 and 3CLpro inhibitor 0.
`Cc1ccc(C(=O)NCCCNC(=O)c2ccco2)cn1` gave Anthrax LF prot -2, MazF activator 8, PrPC TRFRET -4, BoNT A protease 3.0, VHR inh abs 56*, PriA SSB inh -5, CCHF vOTU inh 3, BoNT-F LC inh 5, Rv3671c inh 6 and 3CLpro inhibitor 1.
For CCNc1nc(NCC)nc(N/N=C/c2ccc(O)c(O)c2)n1 the results were Anthrax LF prot 4, MazF activator 2, PrPC TRFRET -3, BoNT A protease 0.0, VHR inh abs 14, CCHF vOTU inh 4, BoNT-F LC inh -7, Rv3671c inh 3 and 3CLpro inhibitor 3.
Screening Cc1ccc([C@@H]2CC(=O)[C@@H]3CN(S(=O)(=O)c4ccc(C)cc4)[C@H](c4cccc5ccccc45)C[C@@H]3N2S(=O)(=O)c2ccc(Cl)cc2)cc1 returned Anthrax LF prot -10, MazF activator -7, PrPC TRFRET -3, BoNT A protease -0.6, CCHF vOTU inh 9 and BoNT-F LC inh 1.
For Cn1c(N)c(C(=O)COC(=O)CNC(=O)c2ccccc2)c(=O)n(C)c1=O the results were Anthrax LF prot -5, MazF activator 8, PrPC TRFRET 3, BoNT A protease -0.7, PriA SSB inh -9, CCHF vOTU inh -9, BoNT-F LC inh 0 and Rv3671c inh 0.
For Cc1sc2ncnc(N3CCC(C(=O)Nc4ccc(C#N)cc4)CC3)c2c1C the results were Anthrax LF prot -4, MazF activator -4, PrPC TRFRET 5, BoNT A protease -1.0, PriA SSB inh -6, CCHF vOTU inh 8, BoNT-F LC inh -6 and Rv3671c inh -7.
CCNC(=S)N(CCN(C)C)Cc1cc2cc(OCC)ccc2[nH]c1=O was read as Anthrax LF prot -4, MazF activator -9, PrPC TRFRET -6, BoNT A protease 0.1, VHR inh abs 11, PriA SSB inh -14, CCHF vOTU inh -14, BoNT-F LC inh -4, Rv3671c inh 6 and 3CLpro inhibitor 0.
`O=C(O)C1Nc2ccc(Br)cc2C2C=CCC12` (configuration not stated) gave MazF activator 6, VHR inh abs 37, PriA SSB inh 3, Rv3671c inh 16 and 3CLpro inhibitor 1.
Cc1cccc(N(CC(=O)NCc2ccco2)S(=O)(=O)c2ccccc2)c1 was read as Anthrax LF prot -8, MazF activator 10, PrPC TRFRET -6, BoNT A protease -0.2, CCHF vOTU inh 2 and BoNT-F LC inh 1.

Only part of the results is shown; the hit share may differ from the screen's.
